Cav3 T inh – inhibitors of human Cav3.2 T-type calcium channel; O95180; Cav3.2-expressing cells, Fluo-4 calcium fluorescence FDSS; hits give low values; B-score at 10 µM; hit rate 4% among 100,000; AID 449739;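 active means single-dose well whose peak fluorescence ratio is a statistical outlier from its plate by either plate-standardised score or position-corrected B-score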
Target sequence (O95180 whole entry, looked up): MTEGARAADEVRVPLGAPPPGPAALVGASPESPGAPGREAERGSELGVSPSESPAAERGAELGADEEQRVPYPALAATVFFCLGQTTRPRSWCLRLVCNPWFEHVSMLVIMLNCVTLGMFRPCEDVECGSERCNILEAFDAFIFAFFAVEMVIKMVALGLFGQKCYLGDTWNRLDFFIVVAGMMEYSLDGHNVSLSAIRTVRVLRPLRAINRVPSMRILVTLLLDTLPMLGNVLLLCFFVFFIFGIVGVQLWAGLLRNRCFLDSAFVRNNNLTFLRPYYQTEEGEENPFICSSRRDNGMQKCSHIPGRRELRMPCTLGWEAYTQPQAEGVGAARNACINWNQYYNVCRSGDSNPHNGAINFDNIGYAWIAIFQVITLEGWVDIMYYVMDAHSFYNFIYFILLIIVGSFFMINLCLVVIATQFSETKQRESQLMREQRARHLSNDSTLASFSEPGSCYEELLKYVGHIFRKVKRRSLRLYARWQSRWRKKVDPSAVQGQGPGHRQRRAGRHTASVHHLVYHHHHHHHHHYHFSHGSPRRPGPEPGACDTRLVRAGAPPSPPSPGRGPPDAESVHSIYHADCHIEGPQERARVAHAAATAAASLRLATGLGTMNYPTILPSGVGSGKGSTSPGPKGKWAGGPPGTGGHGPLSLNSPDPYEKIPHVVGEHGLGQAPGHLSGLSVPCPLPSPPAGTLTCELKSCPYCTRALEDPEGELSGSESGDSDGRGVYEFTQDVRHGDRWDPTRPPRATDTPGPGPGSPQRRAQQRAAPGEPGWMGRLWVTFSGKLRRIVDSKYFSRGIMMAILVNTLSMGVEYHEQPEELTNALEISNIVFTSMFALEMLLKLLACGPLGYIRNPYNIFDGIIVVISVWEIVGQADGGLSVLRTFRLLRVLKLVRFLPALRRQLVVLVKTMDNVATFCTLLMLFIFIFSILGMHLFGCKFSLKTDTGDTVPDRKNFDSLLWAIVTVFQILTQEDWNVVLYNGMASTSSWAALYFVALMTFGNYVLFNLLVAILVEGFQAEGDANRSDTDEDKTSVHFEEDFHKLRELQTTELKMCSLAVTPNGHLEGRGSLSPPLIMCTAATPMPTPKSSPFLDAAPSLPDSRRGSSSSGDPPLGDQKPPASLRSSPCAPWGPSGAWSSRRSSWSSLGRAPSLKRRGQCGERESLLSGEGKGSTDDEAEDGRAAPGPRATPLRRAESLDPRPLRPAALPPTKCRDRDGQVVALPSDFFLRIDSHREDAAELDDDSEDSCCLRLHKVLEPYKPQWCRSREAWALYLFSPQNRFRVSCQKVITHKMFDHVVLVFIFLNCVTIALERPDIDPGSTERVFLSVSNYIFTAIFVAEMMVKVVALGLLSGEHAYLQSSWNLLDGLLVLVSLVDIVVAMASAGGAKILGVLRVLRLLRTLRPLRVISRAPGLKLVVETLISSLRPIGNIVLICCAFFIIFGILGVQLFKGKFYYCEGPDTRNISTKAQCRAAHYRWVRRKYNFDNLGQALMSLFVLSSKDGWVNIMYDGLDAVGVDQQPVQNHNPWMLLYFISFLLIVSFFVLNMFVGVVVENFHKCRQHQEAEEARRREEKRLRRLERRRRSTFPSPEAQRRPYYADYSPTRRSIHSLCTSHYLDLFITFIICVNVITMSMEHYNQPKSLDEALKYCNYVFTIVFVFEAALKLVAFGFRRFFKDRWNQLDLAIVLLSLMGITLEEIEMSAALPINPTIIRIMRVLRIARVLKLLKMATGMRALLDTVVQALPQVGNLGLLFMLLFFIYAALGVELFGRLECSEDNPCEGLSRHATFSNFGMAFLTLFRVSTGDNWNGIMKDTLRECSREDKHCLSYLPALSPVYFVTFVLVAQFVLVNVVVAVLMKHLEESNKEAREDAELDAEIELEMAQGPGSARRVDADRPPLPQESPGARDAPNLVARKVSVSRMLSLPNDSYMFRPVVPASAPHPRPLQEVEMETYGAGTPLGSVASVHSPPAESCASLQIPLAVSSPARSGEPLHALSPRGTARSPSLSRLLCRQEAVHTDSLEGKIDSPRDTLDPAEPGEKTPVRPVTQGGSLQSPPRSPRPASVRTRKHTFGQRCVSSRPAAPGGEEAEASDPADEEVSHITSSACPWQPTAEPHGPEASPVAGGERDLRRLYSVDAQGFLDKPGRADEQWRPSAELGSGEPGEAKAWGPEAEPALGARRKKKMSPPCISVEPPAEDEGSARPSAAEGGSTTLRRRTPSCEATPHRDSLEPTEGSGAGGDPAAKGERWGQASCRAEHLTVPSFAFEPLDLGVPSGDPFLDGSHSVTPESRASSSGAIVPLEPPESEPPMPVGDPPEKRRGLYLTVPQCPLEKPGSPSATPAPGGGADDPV
Numbers without * were called inactive. This is a subset. The share of hits here may be higher or lower than overall.

SMILES	Cav3 T inh
Nc1cc2nc3ccccc3oc-2cc1=O	-0.12
O=C(CSc1ncccc1C(=O)O)NCc1ccc(F)cc1	0.29
Cc1cc(NS(=O)(=O)Cc2ccccc2)no1	0.014
Cc1cc(=O)n2[nH]c(-c3ccccc3)cc2n1	0.94
O=C(c1ccc(=O)n(Cc2ccc(Cl)c(Cl)c2)c1)N1CCOCC1	0.82
CCOCC(=O)Nc1ccc(S(=O)(=O)N2CCOCC2)cc1	0.049
CCSC1(SCC)N=C(N)C2(C#N)C(c3ccccc3)NC(C)=CC12C#N (configuration not stated)	0.075
Cc1ccc(SCCNC(=S)Nc2ccccc2)cc1	-6.1*
NCCCS(=O)(=O)O	0.2
Cc1sc2nc(SCC(N)=O)n(C)c(=O)c2c1C	-1.2

Reprinted at random: 3 compounds from above, in no set order.
SMILES	Cav3 T inh
Nc1cc2nc3ccccc3oc-2cc1=O	-0.12
Cc1ccc(SCCNC(=S)Nc2ccccc2)cc1	-6.1*
Cc1sc2nc(SCC(N)=O)n(C)c(=O)c2c1C	-1.2

More entries follow.
SMILES	Cav3 T inh
CCCc1cc(C(=O)Nc2cccc(C(C)=O)c2)no1	-0.43
CCCCn1nnnc1SCC(=O)Nc1cccc(C)n1	0.36
Cn1c2c(c3ccccc31)CC/C2=N\O	1.6
O=c1sc2ccccc2n1CCCOc1ccccc1	-3.5
O=C(Nc1ccc(N2CCOCC2)cc1)C1CCN(S(=O)(=O)Cc2ccccc2)CC1	-0.66
C/C(=N\NC(=O)CC1N=C(Cc2ccccc2)NNC1=O)c1ccccc1 (configuration not stated)	0.75
COc1ccc(N2C(=O)CCC(C(=O)N3CCCCCC3)C2c2ccc(OC)c(OC)c2)cc1 (configuration not stated)	0.9
CCC(C)(C)NC(=O)C(c1ccc(C)cc1)N(Cc1ccco1)C(=O)Cn1nnc2ccccc21 (configuration not stated)	0.48
Cc1cc(C(=O)c2cnc(/N=C/N(C)C)s2)cc(C)c1O	0.87
CCOC(=O)Cn1c(CCC(=O)O)ccc1-c1ccc(F)cc1	-0.16
c1ccc(-c2ncnc3cc4n(c23)CCC4)cc1	0.8
C=CCNC(=S)NNC(=O)COc1cccc(Cl)c1	-0.49
COC(=O)Cn1ncc2c3ccccc3n(C)c2c1=O	0.45
CCOC(=O)c1cnn2c(C)cc(-c3ccccc3)nc12	0.89
CCOC(=O)c1sc(NC(C)=O)c(C(=O)OCC)c1C	-0.016
Cc1cc(C)c2nc(N3CCC(C(=O)N4CCN(C(=O)c5ccco5)CC4)CC3)sc2c1	-0.45
COc1ccc(CC(=O)OCC(=O)Nc2ncc(Cl)cc2Cl)cc1OC	-0.00095
O=C1c2ccccc2S(=O)(=O)N1Cc1nc2ccccc2s1	-1.4
COc1ccccc1-c1cc(C(=O)N2CCN(c3ccc(F)cc3)CC2)no1	-0.54
O=C(c1ccco1)N1CCN(S(=O)(=O)c2ccc3[nH]c(=O)oc3c2)CC1	1.2
CC(=O)c1sc(NC(=O)c2ccc(C)cc2)nc1C	0.5
COc1ccc(C(=O)c2cnc3ccccc3c2-c2ccccc2)cc1	-2.9
COc1ccc(CCn2c(C)cc3c(c2=O)C(c2ccncc2)C(C#N)=C(N)O3)cc1OC (configuration not stated)	0.43
CCc1nc(-c2ccccc2)cc(=O)[nH]1	0.63
CCOC(=O)N1CCC(NC(=O)c2cc(S(=O)(=O)N3CCc4ccccc43)cn2C)CC1	0.46
CCOC(=O)CN1C(=O)S/C(=C/c2ccc(N3CCCCC3)o2)C1=O	-1.1
O=C(NC1CCCCC1)C1CCCN(S(=O)(=O)c2cccs2)C1 (configuration not stated)	0.48
COc1ccccc1Nc1nc(N)nc(CN2CCC(Cc3ccccc3)CC2)n1	-5.2*
Cn1c(=O)c2c(nc(CN3CCN(c4ccccc4)CC3)n2Cc2ccccc2Cl)n(C)c1=O	0.018
C=C(C)C1CC=C(C)/C(=N/NC(=O)c2ccc(NC(=O)CC)cc2)C1 (configuration not stated)	-0.84
Cc1ccc(-n2nc3c(c2NC(=O)c2ccc4c(c2)OCO4)CSC3)cc1	0.018
CCOc1ccc(C(=O)Nc2cnn(Cc3ccc(Cl)c(Cl)c3)c2)cc1	-2.2
O=C(NC12CC3CC(CC(C3)C1)C2)N1CCC(n2nnc3ccccc32)CC1	-0.19
C=CCNC(=O)c1ccc(CNS(=O)(=O)c2ccc(NC(C)=O)cc2)cc1	0.077
C/C=C1\COC(C(=O)NCc2ccccc2)(C(F)(F)F)C=C1C=C1CCCCC1 (configuration not stated)	-4.3*
COc1cc(OC)nc(NC(=O)CCl)n1	0.33
CC1=NN(c2ccc(F)cc2)C(=O)C1C(c1cccc(O)c1)c1c(C)[nH]n(-c2ccc(F)cc2)c1=O (configuration not stated)	-2.1
Cc1cc(C(=O)CSc2nnc(-c3ccco3)o2)c(C)n1Cc1ccco1	0.53
Cc1ccc(NC(=O)Nc2ccc3oc(C)nc3c2)cc1	-0.13
O=C(Nc1nnc(-c2ccncc2)s1)C1CCCO1 (configuration not stated)	-0.014
Cc1occc1C(=O)Nc1nccs1	-1.1
CCc1nc(C)ccc1OCC(=O)NCCCN(C)C	0.46
C1CCC2(CC1)OCC1(CO2)COC2(CCCCC2)OC1	0.25
c1coc(-c2nc3nc4ccccc4nc3n2-c2ccc3c(c2)OCCO3)c1	-0.85
CCOC(=O)C1CCCN(c2cc(C)nc3cc(-c4ccc(Cl)cc4)nn23)C1 (configuration not stated)	-0.34
CCOC(=O)CSc1nnc(Cc2cc(=O)[nH]c(=O)[nH]2)n1-c1ccc(Cl)cc1	1.1
CN(C)C=Nc1ncc2c3ccccc3n(CCN(C)C)c2c1C#N	1.7
Cc1ccc(-n2nnc3c(SCC(=O)NCC4CCCO4)ncnc32)cc1 (configuration not stated)	0.49
COc1cc(C2C(C#N)=C(N)Oc3c2ccc2ccccc32)ccc1OCC(=O)Nc1ccccc1C (configuration not stated)	-0.29
CS(=O)(=O)NCc1csc(-c2ccccc2)n1	-1.3
Additional structures:
SMILES	Cav3 T inh
O=C(C1CCC(Cn2c(=S)[nH]c3ccccc3c2=O)CC1)N1CCOCC1 (configuration not stated)	1.5
CCOc1ccc(OCC)c(NC(=O)CSc2nnc(Cn3cnc4ccccc43)n2C)c1	0.078
CCOC(=O)COn1c(=O)c(=O)n(OC)c2ccccc21	0.02
O=C(NCc1ccco1)c1ccccc1-c1nc(-c2ccccc2)no1	-2.1
CCC(C)c1ccccc1NC(=S)Nc1cccnc1 (configuration not stated)	0.59
N#Cc1nc(COc2ccc(Cl)cc2)oc1N1CCCCCC1	-5*
c1ccc(-c2nnc(CN3CCN(c4ccccc4)CC3)o2)cc1	1.2
O=C(CCN1C(=O)c2ccccc2C1=O)N1CCOCC1	0.98
Cc1ccc(-n2c(Cn3nc(C(F)F)cc3C(F)F)n[nH]c2=S)cc1	0.029
CCS(=O)(=O)N1CCC(NC(=O)C2CCCCC2)CC1	1.1
Cc1ccc(C(C(=O)NC2CCCCC2)N2CCOCC2)cc1 (configuration not stated)	0.68
NC(=O)c1c(NC(=O)c2cccs2)sc2c1CCCCCC2	0.37
CCC(CO)Nc1ncnc2c1cnn2-c1ccc(OC)cc1 (configuration not stated)	0.58
Cc1cccc(C(=O)N2CCN(c3ccc([N+](=O)[O-])c(NCc4ccco4)c3)CC2)c1	-1.9
CCOC(=O)N1CCC(N2C(=O)c3ccccc3C2Nc2cc(OC)c(OC)c(OC)c2)CC1 (configuration not stated)	0.52
O=C(CSc1nnc(-c2ccccc2)o1)OCc1ccccc1	0.22
Cc1cc(Cl)ccc1NC(=S)Nc1cccnc1	0.76
COC(=O)c1ccccc1NC(=O)c1ccc(NS(C)(=O)=O)cc1	0.46
CC(C)CC[n+]1ccn(-c2nc3ccccc3nc2[N-]S(=O)(=O)c2ccccc2)c1	0.62
COc1ccc(C2=Nn3c(nnc3-c3ccccc3)SC2)cc1OC	0.29
O=C(O)CN1C(=O)CC(Cc2ccccc2)C1=O (configuration not stated)	-0.22
O=C(Cc1cccs1)Nc1nnc(Cc2ccccc2)s1	-2.1
Cc1ccc2[nH]c(=O)c(NC(N)=S)nc2c1	-0.58
CCCCN1CC[C@H]2C=CC[C@@H](C(=O)N3CCOCC3)[C@H]2C1=O	0.51
O=C(CCCNS(=O)(=O)c1cccc2nsnc12)N1CCCCC1	-0.4
CCN(C(=O)CSc1nnc(Cn2nnc3ccccc32)o1)c1nc(-c2ccccc2)cs1	-1.3
Cc1ccc(C(=O)NNC2=NCCC2)cc1	1.3
CCOC(=O)c1cc(-c2ccccc2)sc1NC(=O)CN1C(=O)c2ccccc2C1=O	-0.39
COc1ccc(-c2nc(C#N)c(N3CCC(C(N)=O)CC3)o2)cc1	0.67
CN(C(=S)Nc1ccccc1F)C1(c2ccccc2Cl)CCCCC1=O (configuration not stated)	0.66
COc1ccc(-c2ncc3ccccn23)cc1	0.21
CCC1Oc2ccc(Cl)cc2N(CC(=O)O)C1=O (configuration not stated)	0.48
O=C(CN1CCN(c2cccc(C(F)(F)F)c2)CC1)Nc1cccc(C(F)(F)F)c1	-5.5*
CCCCNCC(=O)Nc1sc(C)c(C)c1C(=O)OCC	-0.039
COc1cc(OC)nc(Oc2ccccc2C(=O)Oc2ccccc2Cl)n1	-2.2
Cc1ccc(S(=O)(=O)N2CCN(S(C)(=O)=O)C2c2ccccc2)cc1 (configuration not stated)	0.87
Cc1ccc(NC(=O)c2ccccc2F)nc1	0.33
Cn1nnc2cc(C(=O)NCc3ccco3)ccc21	0.88
Cc1cccc(-n2nc3c(c2NC(=O)c2ccc(Br)o2)CSC3)c1C	-0.2
CCS(=O)(=O)NCc1ccc2[nH]c3c(c2c1)CCCC3	-0.41
COc1ccccc1S(=O)Cc1ccc(C(=O)NCCc2ccc(Cl)cc2)o1 (configuration not stated)	-0.81
COc1cc(N)ccc1Cc1ccc(N)cc1OC	-0.12
CCC(CC)c1nnc(NC(=O)C2COc3ccccc3O2)s1 (configuration not stated)	-3.9*
O=C(Cc1ccccc1)Nc1nc2ccccc2s1	-2.6
CCn1c2ccccc2c2nnc(SCC(=O)Nc3c(C)n(C)n(-c4ccccc4)c3=O)nc21	2.3
NC(=O)CN1N=C(c2cc(Cl)sc2Cl)CSC1=O	0.42
CCc1nc(SCC(=O)N2c3ccccc3Sc3ccccc32)c2ccccc2n1	-0.19
Cn1c(=O)c2[nH]c(Nc3ccccc3)nc2n(C)c1=O	0.21
COc1ccc(-c2ccc([C@H]3[C@H]4C=CC[C@@H](C)[C@@H]4C(=O)N3Cc3ccccc3)c(F)c2)cc1OC	-1
O=C(C1=C[C@H](c2ccc(Br)cc2)C[C@H](OCc2ccc(CO)cc2)O1)N1CCN(Cc2ccc3c(c2)OCO3)CC1	-0.6

Compounds from the list above that have bromine:
SMILES	Cav3 T inh
Cc1cccc(-n2nc3c(c2NC(=O)c2ccc(Br)o2)CSC3)c1C	-0.2
O=C(C1=C[C@H](c2ccc(Br)cc2)C[C@H](OCc2ccc(CO)cc2)O1)N1CCN(Cc2ccc3c(c2)OCO3)CC1	-0.6

The main list resumes, starting six compounds before the break.
SMILES	Cav3 T inh
CCn1c2ccccc2c2nnc(SCC(=O)Nc3c(C)n(C)n(-c4ccccc4)c3=O)nc21	2.3
NC(=O)CN1N=C(c2cc(Cl)sc2Cl)CSC1=O	0.42
CCc1nc(SCC(=O)N2c3ccccc3Sc3ccccc32)c2ccccc2n1	-0.19
Cn1c(=O)c2[nH]c(Nc3ccccc3)nc2n(C)c1=O	0.21
COc1ccc(-c2ccc([C@H]3[C@H]4C=CC[C@@H](C)[C@@H]4C(=O)N3Cc3ccccc3)c(F)c2)cc1OC	-1
O=C(C1=C[C@H](c2ccc(Br)cc2)C[C@H](OCc2ccc(CO)cc2)O1)N1CCN(Cc2ccc3c(c2)OCO3)CC1	-0.6
Cc1ccc(NC(=O)CN(c2ccc3c(c2)OCO3)S(=O)(=O)c2c(C)n[nH]c2C)cc1	0.45
COc1ccc(-c2nnn(Cc3nc(N)nc(N4CCCCC4)n3)n2)cc1	-3.5
C=CCSc1nc(N)c(C#N)c(-c2ccccc2)c1C#N	-0.27
O=C(c1ccco1)N(CCCN1CCOCC1)c1nc(-c2ccc(Cl)cc2)cs1	-0.094
CCOc1ccccc1NC(=O)Cn1c(=O)n(CCC(=O)NC2CCCC2)c(=O)c2ccccc21	-0.055
Cc1ccc(S(=O)(=O)NC(CCc2ccccc2)CC(=O)C(C)(C)C)cc1 (configuration not stated)	-0.83
Cc1nonc1NC(=O)CSc1nnc(-c2ccoc2C)n1-c1cccc(Cl)c1	-4.4*
O=C(NCc1cccc(C(F)(F)F)c1)C1CC(c2ccc(C(F)(F)F)cc2)=NO1 (configuration not stated)	-1.7
Cc1ccc(/C=N/NC(=O)c2csc(C)c2)o1	0.55
CCc1cc2c(=O)c(-c3cnn(-c4ccccc4)c3)c(C)oc2c(CN2CCCCC2)c1O	-1.9
CCOC(=O)c1c(-c2ccc(Cl)cc2)cn2ccccc12	0.017
Cc1c([N+](=O)[O-])c(C(=O)N2CCCC2)nn1C	0.24
CCN1CCCC1CN=Cc1c(O)n(-c2ccccc2)c(=O)c2ccccc12 (configuration not stated)	-0.75
CC(C)C(=O)Nc1c(-c2cccs2)c(=O)c2ccccc2n1C	-0.91
CCOC(=O)C1CCN(C(=O)/C=C/c2ccccc2OC)CC1	0.21
Cc1nn(-c2ccc(F)cc2)c2nc(N)c(C#N)c(-c3cccs3)c12	0.25
COC(=O)c1ccc(-n2nnnc2SCC(=O)Nc2ccccc2OC)cc1	-0.19
O=C(N/N=C/c1cccc(Oc2ccccc2)c1)c1cccc(Br)c1	-3.9
Cc1cc(Nc2ccccc2)nn1C(=O)c1ccc(Br)cc1	0.87
Cc1cc(C)c(C(=O)CSc2n[nH]c(=O)n2C2CC2)cc1C	-0.77
O=C(O)C1CSC(CCc2ccccc2)N1 (configuration not stated)	-1
O=C(N/N=C/c1c[nH]c2ccc(Br)cc12)c1ccn(Cc2ccc(Cl)cc2Cl)n1	-1.5
COc1ccc(Cc2nc(C(=O)NCc3ccccc3OC)cs2)cc1	-6.7*
CC(C)CSc1ncc(-c2cccc(C(F)(F)F)c2)cn1	0.3

Source: PubChem (Vanderbilt High Throughput Screening Facility)
